# SV40 large T antigen: SV40 large T antigen inhibitors, biochemical (AID 1903). SV40 large T antigen ATPase/helicase inhibition assay; higher % means a stronger effect. inhibition, % at 20 µM, or IC50 in µM where a hit was titrated. 0.39% of 310,000 active; in the data active means a potency from the dose series; inconclusive means inhibition mostly from about 32% at the one dose, without a potency; inactive means the rest, 99 in 100 with inhibition below about 32%; further: strong numbers were not always called active
# PhoP inhibition: inhibitors of PhoP regulon expression, primary screen, Salmonella Typhimurium, GFP reporter (AID 1863); S. Typhimurium PhoP-regulated promoter GFP reporter, 4 h; higher % means a stronger effect; 0.16% of 300,000 active; inhibition, % at 50 µM, or IC50 in µM where a hit was titrated;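 active means inhibition over 29.93%, a cutoff 3 SD above the screen mean, later confirmed by dose response; inconclusive means inhibition over 29.93% but no dose response follow-up; inactive means inhibition at most 29.93% or unconfirmed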;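 further: 0% = low Mg2+ inducing control and 100% = high Mg2+ repressing control; strong numbers were not always called active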
# GPR55 LPI antagonism: GPR55 antagonists blocking LPI-driven arrestin recruitment, primary screen, imaging, U2OS, beta-arrestin-GFP, LPI agonist (AID 2013) | G-protein coupled receptor 55 (Homo sapiens) | U2OS GPR55 beta-arrestin-GFP translocation imaging, LPI antagonism; higher % means a stronger effect | one-dose inhibition, % at 10 µM; IC50 in µM for titrated hits | 0.13% of 290,000 active;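 active means spots per cell inhibited over 60%, with over 100 cells counted and total cytoplasm intensity under 500,000; inconclusive means wells with under 100 cells, flagged as likely toxic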;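 further: U2OS cells stably carrying GPR55 and arrestin-GFP stimulated by 5 µM LPI near EC80; imaged beta-arrestin-GFP aggregate spots per cell after agonist stimulation; plate controls were LPI-stimulated DMSO wells for no effect and DMSO wells without LPI for full effect; some results filed as inactive read as strong as hits; confirmed hits need IC50 under 10 µM and bright autofluorescent wells are also inconclusive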
# GPR35 antagonists: GPR35 antagonists blocking zaprinast-driven arrestin recruitment, primary screen, imaging, U2OS, beta-arrestin-GFP, zaprinast agonist (AID 2058); inhibition, % at 10 µM, or IC50 in µM where a hit was titrated; 0.052% of 290,000 active; U2OS GPR35 beta-arrestin-GFP translocation imaging, zaprinast antagonism; higher % means a stronger effect;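 active means inhibition of at least 50% with at least 30 cells and total cytoplasm GFP at most 10,000,000; inconclusive means under 30 cells or total GFP of 10,000,000 plus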
# UTI89 phage lysis: inhibition of K1F phage lysis, E. coli UTI89, bacterial capsule biogenesis inhibitors, alamar blue (AID 488966); E. coli UTI89 K1F phage lysis, alamar blue, 2 h; higher % means a stronger effect; inhibition, % at 100 µM; hits with a dose series show IC50 in µM; 0.02% of 340,000 active;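 active means phage lysis inhibition, versus mean bacterial control, above a set limit; inconclusive means no clear call, values can overlap the other calls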;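 further: capsule biogenesis inhibitors block K1F phage lysis so surviving cells raise fluorescence; higher fluorescence means more inhibition of phage lysis; actives were called in the ten point dose series up to 300 µM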
# HIV peptide binding: inhibitors of HIV fusion peptide binding, primary screen, biochemical, uHTS, fluorescence dequenching (AID 1986) | cell-free peptide binding, fluorescence dequenching, 30 min; higher % means a stronger effect | inhibition, % at 20 µM, or IC50 in µM where a hit was titrated | 0.3% of 290,000 active; in the data active means inhibition mostly above about 52%, no sharp cut-off; inactive means mostly below about 76%; further: some results filed as inactive read as strong as hits
# MgcRacGAP inhibition: MgcRacGAP GTPase-activating activity inhibitors, confirmation, biochemical, ADP Hunter fluorescence | one-dose inhibition, % at 30 µM; IC50 in µM for titrated hits | 0.6% of 340,000 active | MgcRacGAP-stimulated Rac1 GTP hydrolysis, ADP Hunter fluorescence; higher % means a stronger effect; GST-tagged Rac1 F28L mutant substrate | Rac GTPase-activating protein 1 (Homo sapiens);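 active means first-screen hits whose inhibition reached a set limit at any dose in the follow-up dose series; inconclusive means inhibition above the set first-screen limit but never retested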;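 further: fluorescence reports GDP produced by GAP-driven GTP hydrolysis; strong numbers were not always called active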
# Dengue-2 NS5 capping: Dengue-2 NS5 methyltransferase inhibitors, primary screen, biochemical, confirmation dose response (AID 588689). Dengue-2 NS5 methyltransferase capping enzyme assay, biochemical; higher % means a stronger effect. Genome polyprotein (Dengue virus type 2 (strain 16681-PDK53)). 0.3% of 340,000 active. inhibition, % at 25 µM; hits with a dose series show IC50 in µM; in the data active means a potency from the dose series; inconclusive means inhibition above about 29% without an active follow-up result
# RSV antiviral HEp-2: RSV antiviral activity via CPE protection, HEp-2 cells, primary 10 µM value included (AID 2391); HEp-2 cells, RSV-induced CPE inhibition; higher % means a stronger effect; one-dose CPE inhibition, % at 10 µM; IC50 in µM for titrated hits; 0.13% of 310,000 active; in the data active means a potency from the dose series; inconclusive means CPE inhibition mostly from about 23% at the one dose, without a potency; inactive means the rest, 99 in 100 with CPE inhibition below about 21%; further: strong numbers were not always called active
# The depositor's hits bear a star; ? = inconclusive; · = not tested or not shown; [ ] = dose if it differs, or a comment.
SMILES,SV40 large T antigen,PhoP inhibition,GPR55 LPI antagonism,GPR35 antagonists,UTI89 phage lysis,HIV peptide binding,MgcRacGAP inhibition,Dengue-2 NS5 capping,RSV antiviral HEp-2
Cc1ccc(NC2CC(=O)N(c3cccc([N+](=O)[O-])c3)C2=O)cc1 (centres undefined),8%,-5%,10%,-10%,1.7%,1.2%,-1%,-4%,0.6%
COc1ccc(OCC(=O)OC2CCN(C)CC2)cc1,11%,-7%,2%,13%,1.6%,-0.2%,15%,-5%,0.5%
Cc1ccc(OCc2cc(C(=O)N3CCC(C(O)C(C)C)CC3)no2)cc1C (centres undefined),10%,-2%,-2%,-2%,-0.2%,-1.6%,-17%,-7%,4.6%
Cc1ncc(CN2CCCC(C(=O)Nc3ccc(-c4cccc(F)c4)cc3)C2)n1C (centres undefined),2%,-1%,12%,9%,0.0%,-0.1%,11%,-2%,-0.9%
CCCc1nc2c(=O)n(C)c(=O)[nH]c2n1C,14%,-5%,10%,2%,0.6%,5.7%,7%,8%,-0.3%
C/C(=N/NC(=O)CNC(=O)C1COc2ccccc2O1)c1cccc(O)c1 (centres undefined),10%,3%,0%,0%,1.2%,0.2%,3%,·,0.9%
COC(=O)c1nnn(CC(=O)NC(=O)Nc2ccccc2F)c1C(=O)OC,3%,-6%,10%,6%,1.2%[50 µM],2.3%,7%,-3%,0.8%
O=C(NCC(=O)N1CCOCC1)c1ccccc1,1%,6%,13%,10%,0.6%,-1.9%,10%,-3%,1.9%
COc1cc(O)c(C(C)=O)c(CC(=O)O)c1,58%,-6%,5%,-6%,0.1%,22%,-7%,15%,3.3%
O=[N+]([O-])c1cccc(C(=Nc2ccc(Cl)cc2)NO)c1,3%,9%,3%,0%,0.2%,-2.1%,7%,2%,2.2%
Cc1ccc(OCC(=O)N2CCN(C(=O)c3cccnc3)CC2)cc1,10%,1%,5%,-6%,0.3%,0.8%,7%,-1%,0.3%
COc1ccc(CC(=O)OCC(=O)N2CCN(S(=O)(=O)c3ccc(C)cc3C)CC2)cc1,·,·,·,·,0.4%[50 µM],·,7%,-4%,0.7%

# 2 consecutive compounds from above, for reference:
SMILES,SV40 large T antigen,PhoP inhibition,GPR55 LPI antagonism,GPR35 antagonists,UTI89 phage lysis,HIV peptide binding,MgcRacGAP inhibition,Dengue-2 NS5 capping,RSV antiviral HEp-2
Cc1ccc(OCC(=O)N2CCN(C(=O)c3cccnc3)CC2)cc1,10%,1%,5%,-6%,0.3%,0.8%,7%,-1%,0.3%
COc1ccc(CC(=O)OCC(=O)N2CCN(S(=O)(=O)c3ccc(C)cc3C)CC2)cc1,·,·,·,·,0.4%[50 µM],·,7%,-4%,0.7%

# New compounds follow
SMILES,SV40 large T antigen,PhoP inhibition,GPR55 LPI antagonism,GPR35 antagonists,UTI89 phage lysis,HIV peptide binding,MgcRacGAP inhibition,Dengue-2 NS5 capping,RSV antiviral HEp-2
O=C(CN(C(=O)c1csnn1)c1ccccc1C(F)(F)F)NCc1ccccc1,0%,7%,-2%,-2%,-0.3%,-1.0%,12%,2%,0.9%
S=C1NNC2(NN1)C1CC3CC(C1)CC2C3,21%,-3%,-1%,-10%,9.6%,0.9%,6%,-7%,0.2%
Cc1ccc(C)n1-c1ccc(C(=O)Nc2ccccc2)cc1,3%,2%,3%,1%,0.4%,1.9%,2%,-18%,?
Cn1cc(S(=O)(=O)N2CCCC2)cc1C(=O)Nc1cccc(C(F)(F)F)c1,7%,-1%,-4%,-19%,0.8%,2.5%,9%,9%,2.4%
Cc1c(C)n2c(SCC(=O)NCc3ccc4c(c3)OCO4)nnc2[nH]c1=O,10%,-6%,·,·,-0.2%[50 µM],·,-5%,-3%,-1.4%
O=C(CSc1nnc(-c2cccs2)n1-c1ccccc1)N1CCN(C(=O)c2ccco2)CC1,9%,3%,19%,3%,·,-0.3%,·,·,·
COc1cc(NC(=O)Nc2cccc([N+](=O)[O-])c2)cc(OC)c1,8%,1%,-11%,-12%,-0.2%,-1.0%,4%,-14%,16%
O=C(c1cc2nc(-c3ccc(F)cc3)cc(C(F)(F)F)n2n1)N1CCCC1,-1%,-1%,12%,14%,·,1.6%,·,·,·
Cc1nc2nc(C)c(CCC(=O)N3CCN(c4ccccn4)CC3)c(C)n2n1,16%,-3%,-3%,2%,2.8%,-2.2%,2%,6%,-0.4%
COc1cc(/C=C/c2noc(-c3ccccc3O)n2)ccc1OC(C)=O,10%,-7%,8%,7%,-0.1%,-0.4%,1%,-2%,2.0%
N#Cc1c(-c2ccccc2)nc2n(c1=O)CCS2,20%,-5%,25%,12%,0.2%,1.3%,4%,-6%,-0.3%
Cc1cc(Cl)ccc1OCC(=O)OCC(=O)N(CC(C)C)c1c(N)n(Cc2ccccc2)c(=O)[nH]c1=O,22%,11%,·,·,0.7%[50 µM],·,3%,-4%,-0.4%
CCO[C@@H]1OC(C(=O)NC2CC2)=C[C@H](c2c[nH]c3ccccc23)[C@H]1CCCO,20%,-1%,-4%,-4%,0.8%,1.2%,5%,-5%,-0.8%
CC(C)(C)NC(=O)COc1coc(CN2CCN(C(=O)c3ccco3)CC2)cc1=O,8%,4%,·,·,-0.5%,·,3%,-1%,-1.1%
CC(C)(C)NCc1cc(Br)ccc1OCc1cccs1,-2%,-7%,7%,-2%,4.5%,2.8%,4%,-3%,0.1%
COc1ccc(N(CC(O)Cn2c(C)nc3ccccc32)S(=O)(=O)c2ccc(C)cc2)cc1 (centres undefined),2%,5%,8%,-9%,0.3%,-0.7%,-10%,0%,2.1%
COc1ccccc1-c1noc(CCC(=O)Nc2cc(C(F)(F)F)ccc2Cl)n1,5%,0%,10%,-4%,0.0%,-0.6%,9%,2%,0.5%
COc1cc(S(=O)(=O)N2CCN=C2c2ccccc2)ccc1Cl,10%,1%,-17%,8%,0.0%,0.7%,5%,-1%,14%
COc1ccc(-c2ccc(C)cc2)cc1[C@H]1[C@@H]2C=CCC[C@@]2(C)C(=O)N1Cc1ccccc1,3%,0%,5%,16%,2.2%,2.1%,7%,-4%,10%
N#C/C(=C\c1ccc(-c2cccc([N+](=O)[O-])c2)o1)C(=O)Nc1nc(-c2cccs2)cs1,12%,-3%,6%,-6%,1.5%[50 µM],2.7%,11%,5%,6.7%
CCOC(=O)NNC(=O)C12CC3CC(CC(C3)C1)C2,7%,-10%,1%,5%,0.3%,0.1%,1%,1%,-0.5%
COc1ccc(OC)c(S(=O)(=O)NCC2CCCO2)c1 (centres undefined),2%,8%,2%,7%,0.0%,13%,8%,-3%,0.9%
CN1CCC(OC(=O)Cc2ccc(Cl)cc2)CC1,·,·,13%,7%,0.1%,1.2%,4%,-4%,2.0%
CN(C)C1(CNC(=O)C2CCN(S(=O)(=O)c3cccc(C(F)(F)F)c3)CC2)CCCCC1,12%,1%,22%,3%,0.3%,-1.1%,6%,0%,-0.4%
O=C(CCCc1nc2ccccc2s1)Nc1ccccc1,6%,-4%,-13%,7%,0.6%,0.8%,0%,-8%,-2.0%
S=C(Nc1ccccc1)N1CCOCCOCCN(C(=S)Nc2ccccc2)CCOCCOCC1,13%,-6%,7%,-3%,-0.2%,-0.4%,-4%,1%,3.1%
CCn1cc([N+](=O)[O-])c(C(=O)Nc2ccn(Cc3ccccc3F)n2)n1,13%,-7%,8%,-4%,1.9%,2.0%,3%,-1%,0.3%
CCC(=O)N1CCN(c2ccc(NC(=O)c3ccco3)cc2Cl)CC1,·,·,-2%,5%,1.6%[50 µM],0.0%,12%,-3%,·
NS(=O)(=O)c1ccc(NC(=O)CN2C(=O)c3ccccc3C2=O)cc1,8%,0%,3%,2%,0.1%,-1.5%,9%,-5%,0.2%
COc1ccccc1CCC(=O)Nc1cccc(S(=O)(=O)N2CCCCCC2)c1,21%,-8%,·,·,0.0%[50 µM],·,4%,2%,?
COCCn1c(SCc2cc(=O)n3ccsc3n2)nnc1-c1ccncc1,20%,-10%,-7%,9%,0.6%,2.4%,7%,-7%,2.2%
O=C(O)c1ccc(N2C(=O)CC(SC(=NCc3ccc4c(c3)OCO4)Nc3ccccc3)C2=O)cc1 (centres undefined),12%,-8%,-2%,7%,-0.2%,34%,8%,3%,5.3%
N#C/C(=C\c1ccc(-c2ccc(C(=O)O)cc2)o1)C(=O)NCC1CCCO1 (centres undefined),7%,-22%,9%,-2%,2.0%[50 µM],12%,10%,0%,1.7%
O=C(COc1ccccc1)Nc1nnc(-c2ccc(F)cc2)o1,13%,-4%,-27%,2%,0.3%,2.5%,2%,0%,-0.1%
CC(=O)N/N=C/c1cc(C(C)C)cc(/C=N/NC(C)=O)c1O,6%,-1%,3%,5%,-0.7%,26%,6%,?,10%
O=C(CCc1ccccn1)N1CCCC(Nc2cccc(F)c2)C1 (centres undefined),-13%,10%,-13%,24%,-0.2%,-0.9%,-9%,-9%,2.2%
Cc1ccc(C(=O)NCCn2ccc3ccccc32)cc1[N+](=O)[O-],9%,-1%,7%,-2%,3.5%,-1.3%,-1%,-5%,4.0%
CC(C)(C)N(Cc1ccccc1)C(=O)CN1C(=O)c2ccccc2C1=O,4%,-9%,-5%,14%,-0.9%[50 µM],0.0%,5%,4%,0.2%
Cn1c(S(=O)(=O)O)nc2ccccc21,13%,-3%,-3%,-1%,0.1%[50 µM],-1.9%,3%,-1%,11%
O=C(CSc1nnnn1C1CCCC1)NCc1ccccc1,11%,6%,-8%,9%,0.8%,-0.1%,0%,-8%,-0.1%
COc1ccccc1CN1CN(S(=O)(=O)c2ccccc2)c2nc3ccccc3nc21,7%,-5%,1%,13%,0.1%[50 µM],-1.0%,8%,-8%,7.8%
COc1ccc(/C=N/NC(=O)c2cc(Br)ccc2O)cc1Cn1cc(Cl)cn1,3%,5%,-2%,-11%,0.6%,30%,7%,5%,1.9%
O=c1[nH]c(C2CCCCC2)nc2ccccc12,11%,-14%,3%,-6%,5.4%,3.4%,5%,-2%,0.2%
CCOc1ccccc1NC(=O)CSc1nnc(-c2ccco2)o1,1%,3%,6%,16%,1.0%,-4.6%,0%,-3%,0.1%
Cc1cc(C)nc(N2CCCC(C(=O)NCc3ccccc3)C2)n1 (centres undefined),3%,-6%,-9%,-1%,0.4%,-0.6%,9%,-5%,0.3%
Cc1ccccc1C(=O)Nc1ccc(N2CCCCCC2)cc1,21%,-10%,-13%,-4%,-0.2%,-2.9%,?,3%,3.6%

# Compound activity deposited in PubChem BioAssay by several laboratories.
